Compound activity from PubChem BioAssay.
GDH-TPI inh – GDH-TPI coupled enzyme inhibition counter-screen. GDH-TPI coupled enzyme counterscreen, NADH absorbance. 360,000 tested, 1.2% active. inhibition, % at 4.8 µM; in the data active means inhibition above about 30%;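 further: 0% = DMSO wells and 100% = wells lacking the enzyme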
SARS 3CLpro inh – SARS-CoV 3CLpro protease inhibition; 290,000 tested, 0.14% active; inhibition, % at 6 µM; recombinant SARS-CoV 3CLpro, quenched FRET peptide cleavage; P0C6X7; AID 1706; in the data active means inhibition above about 12%
MazEF act – increases E. coli MazEF RNase cleavage of RNA; P0AE70; FAM/BHQ RNA-DNA oligo cleavage fluorescence, 5 h; activation, % at 20 µM; 350,000 tested, 0.32% active; AID 504720; in the data active means activation above about 50%
Target sequence (P0AE70 whole entry, looked up): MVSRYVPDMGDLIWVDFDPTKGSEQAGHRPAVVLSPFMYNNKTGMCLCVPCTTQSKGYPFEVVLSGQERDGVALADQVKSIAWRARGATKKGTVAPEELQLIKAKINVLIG
BH1578 lux ind – induces V. cholerae light production without autoinducers | V. cholerae BH1578 lux reporter, luminescence, 6 h | activation, % at 18.7 µM | 350,000 tested, 0.16% active; in the data active means activation mostly above about 9.7%, no sharp cut-off; further: not every result past the cut was called active; inactives centre near 0; reference of the scale not given here
Rv3671c inh – Rv3671c (M. tuberculosis) protease inhibition | inhibition, % at 5.96 µM | 320,000 tested, 0.048% active; in the data active means inhibition above about 38%;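 further: extracellular domain of Rv3671c used as enzyme; 0% = enzyme with DMSO and 100% = no enzyme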
UGM FP inh – inhibitors of M. tuberculosis UDP-galactopyranose mutase | inhibition, % at 10 µM | 320,000 tested, 0.06% active | AID 504406 | purified UGM, fluorescence polarization probe displacement | P9WIQ1; in the data active means inhibition above about 10%, passing the limit was not always enough
Target sequence (P9WIQ1 whole entry, looked up): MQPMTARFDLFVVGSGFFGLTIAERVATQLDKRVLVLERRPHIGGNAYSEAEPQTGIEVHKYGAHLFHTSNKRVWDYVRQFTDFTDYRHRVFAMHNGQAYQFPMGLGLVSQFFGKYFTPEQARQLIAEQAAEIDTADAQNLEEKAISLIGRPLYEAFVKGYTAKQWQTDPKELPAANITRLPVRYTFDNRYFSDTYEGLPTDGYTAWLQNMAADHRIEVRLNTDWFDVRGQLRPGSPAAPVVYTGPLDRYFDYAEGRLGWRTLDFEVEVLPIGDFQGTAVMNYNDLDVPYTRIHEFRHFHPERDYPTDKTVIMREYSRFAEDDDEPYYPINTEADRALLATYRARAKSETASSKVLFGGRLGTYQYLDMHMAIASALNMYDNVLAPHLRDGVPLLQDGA
VHR inh abs – blocks human VHR1 dual specificity phosphatase; P51452; recombinant VHR phosphatase, pNPP absorbance; inhibition, % at 13.3 µM; 290,000 tested, 0.52% active; AID 1654; in the data active means inhibition above about 50%; further: some compounds called inactive have numbers as strong as hits
Target sequence (P51452 whole entry, looked up): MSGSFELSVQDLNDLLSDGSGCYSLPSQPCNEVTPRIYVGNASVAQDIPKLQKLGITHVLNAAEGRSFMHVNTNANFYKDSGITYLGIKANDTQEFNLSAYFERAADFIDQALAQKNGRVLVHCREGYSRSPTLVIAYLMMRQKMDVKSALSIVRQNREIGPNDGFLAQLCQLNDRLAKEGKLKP
PriA SSB inh – K. pneumoniae PriA-SSBct interaction inhibition. inhibition, % at 33 µM. AlphaScreen SSBct-PriA binding, biotinylated peptide. 430,000 tested, 0.6% active; in the data active means inhibition mostly above about 37%, no sharp cut-off; inactive means mostly below about 20%;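 further: plate controls were negative control peptide for no effect and reference peptide for full effect; strong numbers were not always called active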
Mtb FBA inh – Mtb fructose-bisphosphate aldolase inhibition; purified M. tuberculosis FBA, fluorescence read-out; AID 588726; inhibition, % at 1 µM; 360,000 tested, 2.3% active; in the data active means inhibition above about 27%;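 further: 0% = vehicle and 100% = reference inhibitor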
Target sequence (P9WQA3 whole entry, looked up): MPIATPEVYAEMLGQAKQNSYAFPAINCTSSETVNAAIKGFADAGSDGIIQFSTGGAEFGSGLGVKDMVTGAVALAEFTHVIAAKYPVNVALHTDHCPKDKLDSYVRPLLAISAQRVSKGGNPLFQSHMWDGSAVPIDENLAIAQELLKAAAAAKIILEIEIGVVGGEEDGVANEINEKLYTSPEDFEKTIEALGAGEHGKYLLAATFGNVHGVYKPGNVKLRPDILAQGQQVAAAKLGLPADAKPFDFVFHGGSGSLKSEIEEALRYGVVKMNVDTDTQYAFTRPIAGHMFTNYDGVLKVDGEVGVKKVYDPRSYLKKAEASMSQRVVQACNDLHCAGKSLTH
BioA inh – inhibitors of Mycobacterium tuberculosis BioA enzyme; inhibition, % at 9.99 µM; purified M. tuberculosis BioA enzyme, plate reader; 360,000 tested, 0.096% active; AID 602481; in the data active means inhibition above about 40%
Active calls of the source: *; i = inactive; . = not tested or not shown; + = active, no number; & = joins results of further samples. An excerpt, so the mix of outcomes need not match the whole.

Sequence of screens: GDH-TPI inh	SARS 3CLpro inh	MazEF act	BH1578 lux ind	Rv3671c inh	UGM FP inh	VHR inh abs	PriA SSB inh	Mtb FBA inh	BioA inh
> CC(=O)c1ccc(OCCCC(=O)N2CCN(S(=O)(=O)c3ccc(C(C)C)cc3)CC2)cc1
    9	.	-3	-2.9	3	-1.9	.	-5	-2	1.2
> O=C(Cc1ccccc1)NC(Cc1ccc(Cl)cc1)C(=O)O (configuration not stated)
    -3	-4	4	-0.5	-1	2.0	13	-13	1	.
> CC(C)Cc1ccc(C(C)NC(=O)c2ccc(=O)[nH]c2)cc1 (configuration not stated)
    0	0	0	-0.3	-8	0.1	12	1	0	.
> COc1ccccc1N(C(=O)Cn1nnc(-c2ccc(C)o2)n1)C(C(=O)NC1CCCC1)c1ccncc1 (configuration not stated)
    1	0	-3	0.0	-3	1.8	-8	2	2	-2.0
> Cc1cc(=O)oc2c3c(cc(OCC(=O)NCc4ccncc4)c12)OC(C)(C)CC3
    16	1	11	-0.3	-5	-0.7	13	-4	+	2.6
> COc1ccc(NC(=O)c2cc(-c3ccc4c(c3)OCO4)on2)cc1
    -1	4	-37	-1.8	2	8.1	12	-15	5	-1.1
> CC1=NN(C(=O)c2ccoc2C)C(O)(C(F)(F)F)C1 (configuration not stated)
    1	-2	6	i	9	2.7	0	3	4	.
> COc1ccc(OC)c(CNC(=O)Cc2c(C(=O)O)[nH]c3ccccc23)c1
    4	3	4	.	-8	1.7	12	-7	2	-0.5
> CCc1ccccc1NC(=O)CNC(=O)c1ccc(-n2cncn2)c([N+](=O)[O-])c1
    -4	.	1	1.4	6	0.0	.	-3	-3	.
> Cc1cc(C)c(C2=Nn3c(C)nnc3SC2C)cc1C (configuration not stated)
    -3	5	3	i	4	0.2	33	-1	1	2.2
> Cc1ccc(S(=O)(=O)Nc2cc(-c3ccccc3)nn2C)cc1
    -4	0	-4	-0.6	0	-1.2	28	-5	1	2.8
> CC(C)(C)c1ccc(OCC(=O)Nc2cccc(S(=O)(=O)NC3=NCCCCC3)c2)cc1
    -3	.	5	i	-4	1.2	.	8	1	1.0
> Cc1cccc(NC(=O)CNC(=O)COc2ccc(-c3ccc(C#N)cc3)cc2)c1C
    10	-4	-30	-0.3	-57	-0.8	4	-3	29*	.
> COc1ccccc1CNC(=O)CN(c1cccc([N+](=O)[O-])c1)S(C)(=O)=O
    -1	4	1	-0.2	4	0.2	21	-3	-2	-0.6
> COc1ccc(/C=N/N=C2\SCC(=O)N2c2c(C)n(C)n(-c3ccccc3)c2=O)cc1OC
    41*	-1	0	-0.5	0	0.0	2	.	-2	.
> COc1ccc(C(=O)c2cc([N+](=O)[O-])ccc2N2CCCC2)cc1
    9	1	-1	7.0	9	-1.8	-7	12	-6	.
> N=c1c(S(=O)(=O)c2ccccc2)cc2c(=O)n3ccccc3nc2n1CC1CCCO1 (configuration not stated)
    16	-1	4	-0.7	8	-2.8	7	-25	69*	-4.4
> COCCCNC(=O)[C@H](Cc1c[nH]c2ccccc12)NC(=O)OCc1ccccc1
    2	6	0	-0.4	5	0.0	22	-7	-1	-0.5
> CCn1c(SCC(=O)NC(=O)NC(C)(C)C)nc2ccccc21
    0	7	2	0.7	-4	-1.5	18	-8	0	.
> COc1cc(NC(=O)c2cccc(C)c2)ccc1NC(=O)c1cc2ccccc2o1
    12	3	-3	i	-3	-1.1	-7	-5	1	-1.3
> O=C(O)CSc1nnc(COc2ccc([N+](=O)[O-])cc2)n1-c1ccccc1
    6	4	10	-0.4	11	0.3	10	-4	1	-1.6
> O=C(NCC1CCCO1)c1ccc2c(=O)n(CCc3ccccc3)c(=O)[nH]c2c1 (configuration not stated)
    -1	6	-10	-0.3	4	1.0	22	6	3	-1.7
> O=S1(=O)CCC(NS(=O)(=O)c2cccc3cccnc23)C1 (configuration not stated)
    5	-4	-13	-0.6	0	-0.1	1	-19	-4	-0.9
> CC(=O)Oc1ccc(-c2csc(Nc3ccccn3)n2)cc1
    8	.	0	i	.	.	.	.	-4	-0.5
> O=C(Oc1ccc2c3c(c(=O)oc2c1)CCC3)c1ccco1
    7	0	-5	i	-6	-0.6	0	-5	+	-19
> Cc1cc(C(F)F)n2ncc(C(=O)O)c2n1
    13	-1	-8	i	-4	-0.3	13	0	-1	-0.9
> Cc1ccc(/C(N)=N/OC(=O)c2ccco2)cc1
    -11	0	-1	-2.1	-3	-0.5	4	.	-1	-1.8
> CSc1ccc(S(=O)(=O)NCC(=O)OCC(=O)N(Cc2ccccc2)C(C)C)cc1[N+](=O)[O-]
    -8	.	3	i	4	0.3	.	-2	-1	.
> O=C(NN=Cc1ccccc1OC(F)F)c1cccc(S(=O)(=O)N2CCCC2)c1
    7	.	-1	-5.6	-2	0.4	.	-8	-1	-0.3
> O=C(NCc1ccco1)c1ccc(C(=O)NCc2ccco2)s1
    -2	0	1	0.8	0	2.1	16	-18	1	0.2

Next section (4 carried over from the part before).
Sequence of screens: GDH-TPI inh	SARS 3CLpro inh	MazEF act	BH1578 lux ind	Rv3671c inh	UGM FP inh	VHR inh abs	PriA SSB inh	Mtb FBA inh	BioA inh
> Cc1ccc(/C(N)=N/OC(=O)c2ccco2)cc1
    -11	0	-1	-2.1	-3	-0.5	4	.	-1	-1.8
> CSc1ccc(S(=O)(=O)NCC(=O)OCC(=O)N(Cc2ccccc2)C(C)C)cc1[N+](=O)[O-]
    -8	.	3	i	4	0.3	.	-2	-1	.
> O=C(NN=Cc1ccccc1OC(F)F)c1cccc(S(=O)(=O)N2CCCC2)c1
    7	.	-1	-5.6	-2	0.4	.	-8	-1	-0.3
> O=C(NCc1ccco1)c1ccc(C(=O)NCc2ccco2)s1
    -2	0	1	0.8	0	2.1	16	-18	1	0.2
> COc1ccc(/C(N)=N/OC(=O)Cc2ccccc2[N+](=O)[O-])cc1
    -7	3	-10	-0.3	14	1.4	4	.	-1	.
> CC(C)C(=O)Nc1cccc(NC(=O)c2cccc(Br)c2)c1
    -3	-5	8	-0.2	1	1.4	15	-17	2	.
> COc1ccc(-c2cc(C(=O)N3CCN(S(=O)(=O)c4ccc(C)cc4)CC3)[nH]n2)cc1
    3	7	10	-0.4	-17	-2.6	29	-1	5	-1.1
> Cc1cc(OCCCN2CCCC2)ccc1Cl
    8	0	3	-0.4	1	-1.0	25	14	2	0.6
> Cc1ccc(OCCOC(=O)c2sc(=S)n(C)c2C)cc1
    19	2	-3	5.6	-9	-1.0	0	-16	-2	-0.4
> Nc1nnc(Cc2ccc(Cl)cc2)s1
    -4	0	2	-0.6	4	-2.0	-8	-14	3	0.4
> Cc1cc(N2C(=O)C3CCCN3C2c2sccc2C)no1 (configuration not stated)
    0	1	3	.	-5	3.5	-2	-11	-4	-1.9
> CCOc1ccccc1NC(=O)COC(=O)c1cc(C(=O)OC)cc([N+](=O)[O-])c1
    -9	2	-8	-3.4	-8	1.2	11	-4	-3	.
> Cc1noc(C)c1NC(=O)Nc1ccc2c(c1)C(=O)N([C@H](C)CO)C[C@H](C)[C@@H](CN(C)S(=O)(=O)c1cccs1)O2
    9	.	3	-1.0	3	1.9	.	0	6	1.3&2.8
> COc1cc(NC(=O)Cc2ccccc2)ccc1NC(=O)c1ccco1
    10	3	10	-2.1	6	1.0	21	-13	1	-0.2
> Cc1snc(S(=O)(=O)/C(C#N)=N/Nc2cccc(C(F)(F)F)c2)c1C#N
    20	15*	-3	-0.1	-2	1.0	31	.	-8	5.4
> CC1=C(C(=O)OCc2ccccc2)C(c2cccc3ccccc23)NC(=O)N1CCCC(=O)O (configuration not stated)
    0	.	0	5.4	-7	-2.5	.	3	3	-0.5
> Cc1nn(Cc2ccc(F)cc2)c(Cl)c1/C=N/NC(=O)c1cccnc1
    3	0	7	i	-4	3.5	3	.	-1	98*
> Nc1cc(N)nc(SCC(=O)Nc2cccc(S(=O)(=O)N3CCCCC3)c2)n1
    4	.	7	1.6	-5	.	.	4	4	-1.5
> Cc1ccc(NC(=O)c2ncn(CCCN(CCCn3cnc(C(=O)Nc4ccc(C)c(C)c4)n3)Cc3ccc4[nH]ccc4c3)n2)cc1C
    9	.	-41	-0.7	.	.	.	1	-4	-2.7
> O=C(Nc1ccnn1C1CCN(C2CCCC2)CC1)c1ccccc1
    -8	-5	2	-1.7	-9	-2.4	68	4	0	-0.7
> CCc1nc(SCC(=O)Nc2c(C)n(C)n(-c3ccccc3)c2=O)n[nH]1
    -2	-4	-2	0.6	0	-3.8	15	-2	0	-0.1
> O=C(COc1ccc(S(=O)(=O)N2CCOCC2)cc1)Nc1ccccc1C(F)(F)F
    2	3	4	-0.2	-7	-0.6	-11	-14	-1	0.7
> O=C(CSc1nnc(-c2ccncc2)o1)c1ccc2c(c1)OCCO2
    5	1	-14	-0.2	-4	0.5	1	-14	1	.
> CCCCn1nc(C(=O)N(C)CC(=O)Nc2ccc(F)c(F)c2F)ccc1=O
    -4	.	7	i	3	-0.2	.	-9	-1	-0.3
> Cc1ccsc1C(=O)OCC(=O)NC1CCS(=O)(=O)C1 (configuration not stated)
    4	-2	2	-0.1	-6	2.1	8	6	2	.
> COc1ccc(-c2noc3c2-c2nc(-c4ccccc4Cl)sc2CC3)cc1
    19	.	-1	i	-10	-0.7	.	-15	4	-1.4
> Cc1nc(SCC(N)=O)[nH]c(=O)c1CCC(C)C
    1	3	-2	.	-3	-0.7	19	4	0	1.2
> O=C(CCNc1ccc(F)cc1)c1ccco1
    -9	5	1	.	1	3.8	11	5	3	0.5
> O=C(c1cc(-c2ccccn2)nc2c(Cl)cccc12)N1CCN(C(=O)C2CCCO2)CC1 (configuration not stated)
    23	-3	-11	-0.3	-2	-3.7	18	-10	0	1.6
> O=C(Nc1nc2c(s1)CCCC2)c1cccs1
    12	-2	-11	0.2	-4	1.7	10	-9	1	-2.2
> Cc1cccn2c(=O)c3cc(C(=O)NC4CCCCC4)c(=N)n(CCN4CCOCC4)c3nc12
    1	-4	12	-0.5	-4	3.0	13	0	67*	.
> O=c1cc(C=NNc2ccc([N+](=O)[O-])cc2)[nH]c(=O)[nH]1
    12	.	-21	i	.	.	.	-16	-12	0.0
> O=C(c1ccc(Cl)c(S(=O)(=O)N2CCCC2)c1)N1CCN(c2ccccc2F)CC1
    1	1	-1	-0.5	-3	-1.3	1	-15	0	.
> Cc1cc(=O)n2[nH]c(-c3cccnc3)nc2n1
    .	4	.	.	-5	1.6	42	.	.	.

A run of entries from further up, for reference:
Sequence of screens: GDH-TPI inh	SARS 3CLpro inh	MazEF act	BH1578 lux ind	Rv3671c inh	UGM FP inh	VHR inh abs	PriA SSB inh	Mtb FBA inh	BioA inh
> O=C(Nc1ccnn1C1CCN(C2CCCC2)CC1)c1ccccc1
    -8	-5	2	-1.7	-9	-2.4	68	4	0	-0.7
> CCc1nc(SCC(=O)Nc2c(C)n(C)n(-c3ccccc3)c2=O)n[nH]1
    -2	-4	-2	0.6	0	-3.8	15	-2	0	-0.1

Further compounds follow:
Sequence of screens: GDH-TPI inh	SARS 3CLpro inh	MazEF act	BH1578 lux ind	Rv3671c inh	UGM FP inh	VHR inh abs	PriA SSB inh	Mtb FBA inh	BioA inh
> COCOc1ccc(C2CC(=O)c3c(OCOC)cc(OCOC)cc3O2)cc1 (configuration not stated)
    -3	.	-3	-0.5	3	2.6	.	-12	4	0.7
> COc1ccc(C2=CN(Cc3ccccc3)C(c3ccccc3)CC2=O)cc1 (configuration not stated)
    17	.	4	-4.5	-3	2.5	.	4	6	0.1
> O=C(CCNC(=O)c1ccc([N+](=O)[O-])cc1)NC1CCCCCC1
    -1	.	7	-2.5	-6	1.0	.	2	5	-1.8
> CC(C)(C)OC(=O)N1CCC[C@H]1C(=O)N/N=C/c1ccc2ncccc2c1
    13	2	8	-0.3	-9	4.2	6	i	-3	.
> COc1ccc(CCNC(=O)COC(=O)c2cncc(Br)c2)cc1OC
    9	.	-2	-0.5	6	4.3	.	-6	0	-0.5
> O=C(NCc1cccc(Br)c1)c1cc(-c2ccccc2)nn1CC1CC(c2cccc([N+](=O)[O-])c2)=NO1 (configuration not stated)
    3	.	-2	-1.4	-9	-2.6	.	7	-2	-1.8
> Cc1ccc(C(=O)CC(c2cccs2)S(=O)(=O)c2ccc(C)cc2)cc1 (configuration not stated)
    2	6	1	-0.2	-7	0.6	-4	-12	102*	.
> O=C(NCCOC(=O)c1ccc([N+](=O)[O-])cc1)c1cccnc1
    -1	5	3	-0.6	6	-1.3	27	6&-1	0	.
